Tat transport: E. coli Tat export inhibitors, primary screen, MC4100, TorA-mCherry reporter, fluorescence, single point | 0.036% of 340,000 active | inhibition, % at 10 µM;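 active = mean replicate inhibition at least 50% and at least half of replicates individually reaching 50%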;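 note: exported cargo escapes ClpAP degradation while cytoplasmic cargo is degraded and loses fluorescence; 0% = median of neutral control wells and 100% = median of NaSCN control wells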
Rtt109 HAT inh: inhibitors of C. albicans Rtt109/Vps75 HAT, primary screen, biochemical, ThioGlo CoA-SH fluorescence, plate reader; Histone acetyltransferase RTT109 (Candida albicans (strain SC5314 / ATCC MYA-2876)), …; purified Rtt109/Vps75, 4 h; inhibition, % at 34.9 µM; 0.16% of 330,000 active;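 active = inhibition of at least 50% in every replicate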
Target sequence (Q5AAJ8 whole entry, looked up): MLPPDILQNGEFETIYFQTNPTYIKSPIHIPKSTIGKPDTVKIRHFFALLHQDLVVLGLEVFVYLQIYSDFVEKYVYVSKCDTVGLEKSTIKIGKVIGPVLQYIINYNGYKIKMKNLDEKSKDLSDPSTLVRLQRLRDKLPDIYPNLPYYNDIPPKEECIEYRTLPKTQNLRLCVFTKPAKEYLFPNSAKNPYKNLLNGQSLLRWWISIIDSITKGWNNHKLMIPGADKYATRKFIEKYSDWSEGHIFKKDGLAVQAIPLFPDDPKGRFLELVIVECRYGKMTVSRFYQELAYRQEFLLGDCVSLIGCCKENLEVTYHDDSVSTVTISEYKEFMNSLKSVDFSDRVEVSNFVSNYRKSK
Wnt bcat act: Wnt/beta-catenin pathway activators, primary screen, cell-based, plate reader, single point. activation, % at 9.35 µM. 1.2% of 300,000 active. Wnt/beta-catenin reporter cell assay, activator. AID 743398, 2014; in the data active = activation above about 30%, passing the limit was not always enough;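 note: 0% = neutral control wells and 100% = positive control wells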
V-ATPase pHluor: regulators of yeast V-ATPase proton pumping, primary screen, pHLuorin cytosolic pH fluorescence. S. cerevisiae. response, % at 10 µM. 0.37% of 350,000 active; in the data active = response mostly above about 7.3%, no sharp cut-off; inactive = mostly below about 5.4%; note: actives read high; inactives centre near 0; some compounds called inactive have numbers as strong as hits
cardiac RTF act: cardiac RTF calcium sensitivity activators, primary screen, biochemical, IANBD-TnC fluorescence, EC20 calcium | AID 493008, 2010 | activation, % at 7.2 µM | 0.24% of 340,000 active | Troponin I, cardiac muscle (Homo sapiens) + Troponin T, cardiac muscle (Homo sapiens) + … | IANBD-labeled TnC RTF fluorescence at EC20 calcium; 0% EC20 calcium, 100% full calcium;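 active = activation above the mean over all tested compounds plus 3 SD, cut at about 30% in these data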;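 note: rise in fluorescence read as greater calcium sensitivity of cardiac thin filaments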
dFosB act: activators of delta FosB homodimer, primary screen, biochemical, fluorescence polarization, TAMRA-CDK5 oligo, single point. Protein FosB (Mus musculus), P13346. purified delta FosB; percent of positive-control signal above neutral wells. activation, % at 25 µM. 0.99% of 340,000 active;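 active = mean activation above about 17%, with every replicate also reaching it, limit read from the data, passing the limit was not always enough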;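 note: fluorescence polarization rise as delta FosB binds a TAMRA Cdk5 AP-1 oligo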
Target sequence (P13346 whole entry, looked up): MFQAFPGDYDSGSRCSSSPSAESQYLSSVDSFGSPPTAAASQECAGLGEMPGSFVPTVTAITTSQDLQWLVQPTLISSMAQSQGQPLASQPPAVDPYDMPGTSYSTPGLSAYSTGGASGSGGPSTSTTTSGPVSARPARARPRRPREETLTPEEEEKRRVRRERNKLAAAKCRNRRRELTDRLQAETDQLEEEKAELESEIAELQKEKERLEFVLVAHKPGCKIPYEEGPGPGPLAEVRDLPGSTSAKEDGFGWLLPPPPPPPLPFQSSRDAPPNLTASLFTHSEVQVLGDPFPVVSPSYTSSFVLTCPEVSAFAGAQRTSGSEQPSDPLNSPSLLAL
CAL PDZ FP-1: untagged CAL PDZ binding inhibitors, primary screen, biochemical, fluorescence polarization, HTS | 0.92% of 300,000 active | inhibition, % at 24.9 µM | AID 602252, 2012 | purified CAL PDZ, TMR-peptide fluorescence polarization, 1 h;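 active = mean inhibition of at least 30% with at least half of replicates also reaching 30%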;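 note: 0% = DMSO neutral control and 100% = excess unlabeled competitor peptide PRC23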
CDK5 p35 inh: inhibitors of human CDK5/p35 kinase, primary screen, biochemical, single concentration. Recombinant CDK5/p35, ADP-Glo luminescence, 60 min. inhibition, % at 10 µM. Cyclin-dependent kinase 5 (Homo sapiens) + Cyclin-dependent kinase 5 activator 1 (Homo …. 0.01% of 330,000 active;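 active = highest replicate inhibition of at least 50% and at least 75% of replicates reaching 50%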;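 note: plate controls were DMSO neutral control for no effect and GW8510 at 10 µM for full effect; many of its hits are not listed in these tables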
CAL PDZ FP-2: CAL PDZ peptide-binding inhibitors, primary screen, biochemical, fluorescence polarization, Cer-tagged CAL PDZ, HTS. Golgi-associated PDZ and coiled-coil motif-containing protein (Homo sapiens), Q9HD26. purified CAL PDZ, TMR-peptide fluorescence polarization, 1 h. inhibition, % at 20 µM. 0.02% of 330,000 active. AID 504414, 2011;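 active = highest replicate inhibition of at least 40%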;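 note: plate controls were DMSO neutral control wells for no effect and unlabeled competitor peptide control wells for full effect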
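Read-out basis: mP drop reported as inhibition | Assay system: Tagged CAL PDZ protein CerCALP, purified | Benchmarks: Unlabelled peptide for full inhibition, DMSO wells as neutral | Schedule: 1 h incubation at room temperature before polarization reading | Buffer or medium: Sodium phosphate/NaCl buffer pH 7.4 with TCEP, IgG, Thesit | Doses: Single point, 20 µM | Measured by: Fluorescence polarization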
MITF TRPM1 HTS: activators of MITF-driven TRPM1 promoter reporter, primary screen, cell-based, SK-MEL-5, luciferase, single point. SK-MEL-5 TRPM1-promoter luciferase, 24 h; % of positive control, neutral wells = 0. 0.75% of 300,000 active. activation, % at 12.5 µM. AID 588334, 2011;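 active = mean activation of at least 80% with every replicate also reaching 80%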;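 note: 0% = neutral control wells and 100% = parthenolide positive control wells; values of inactives mirror those of a sister screen read the other way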
The depositor's hits bear a star; · = not tested or not shown; & = joins results of further samples. This is a random part of the collection. Share with any hit: about 4.1%.

1. CCCCCN=Cc1c(C)[nH]n(-c2nc3ccccc3s2)c1=O
2. CCc1n[n+](CC(=O)c2ccccc2)c(N)s1
3. CCN(Cc1ccccc1)S(=O)(=O)c1cc2[nH]c(=O)c(=O)[nH]c2cc1C
4. C=CC[C@H](CC(=O)N[C@H](CO)Cc1ccccc1)C(=O)N[C@H](COC(=O)[C@@H](CC=C)CC(=O)OC(C)(C)C)Cc1c[nH]c2ccccc12
5. Nc1ccccc1C(=O)NCCN1CCNC1=O
6. COc1cc(Cl)ccc1OCc1cc(C(=O)N[C@H]2CCCCNC2=O)no1
7. O=C(NNC(=S)NC1CC2C=CC1C2)c1ccncc1 (stereo unspecified)
8. O=C(CCSCc1ccccc1Cl)N1CCN(c2cccc(Cl)c2)CC1

assay / compound	1	2	3	4	5	6	7	8
Tat transport	-3	1	8	10	7	-2	6	4
Rtt109 HAT inh	6	-3	18	-1	-2	-6	-8	7
Wnt bcat act	·	14	-5	-3	4	12	0	·
V-ATPase pHluor	-2	-1	4	-2	-3	-1	-1	2
cardiac RTF act	-6	-3	10	-8	3	4	3	6
dFosB act	-7	0	-6	0	10	-3	0	-16
CAL PDZ FP-1	-4	3	·	-2	2	-5	2	-3
CDK5 p35 inh	-1.1	3.0	0.8	-2.0	2.1	-1.0	-3.2	-1.3
CAL PDZ FP-2	-3.0	-0.2	-0.7	0.0	0.0	-0.5	-1.9	-1.3
MITF TRPM1 HTS	·	4	-2	1	·	52	·	5

Another view of part of the listing above.
[1] CCCCCN=Cc1c(C)[nH]n(-c2nc3ccccc3s2)c1=O
  Tat transport: -3; Rtt109 HAT inh: 6; Wnt bcat act: ·; V-ATPase pHluor: -2; cardiac RTF act: -6; dFosB act: -7; CAL PDZ FP-1: -4; CDK5 p35 inh: -1.1; CAL PDZ FP-2: -3.0; MITF TRPM1 HTS: ·

[2] CCc1n[n+](CC(=O)c2ccccc2)c(N)s1
  Tat transport: 1; Rtt109 HAT inh: -3; Wnt bcat act: 14; V-ATPase pHluor: -1; cardiac RTF act: -3; dFosB act: 0; CAL PDZ FP-1: 3; CDK5 p35 inh: 3.0; CAL PDZ FP-2: -0.2; MITF TRPM1 HTS: 4

[3] CCN(Cc1ccccc1)S(=O)(=O)c1cc2[nH]c(=O)c(=O)[nH]c2cc1C
  Tat transport: 8; Rtt109 HAT inh: 18; Wnt bcat act: -5; V-ATPase pHluor: 4; cardiac RTF act: 10; dFosB act: -6; CAL PDZ FP-1: ·; CDK5 p35 inh: 0.8; CAL PDZ FP-2: -0.7; MITF TRPM1 HTS: -2

Following part.
9. COC(=O)c1cc(S(=O)(=O)N2c3ccccc3CC2C)cn1C (stereo unspecified)
10. OCC1(Cc2ccccc2)CCN(Cc2cnc(-c3cccc4ccccc34)nc2)CC1
11. CC(C)N(CCCNC(=O)Cn1ncc2c([nH]c3ccccc32)c1=O)Cc1ccccc1
12. Cc1ccc(NC(=O)CSc2nnnn2C2CC2)cc1S(=O)(=O)N1CCOCC1
13. c1ccc(CCNCCOc2ccccc2)cc1
14. CC(C)[C@H](NC(=O)c1ccco1)C(=O)N(C)Cc1ccc(C(F)(F)F)cc1
15. CCN(Cc1ccccc1)C(=O)c1ccc(C)c(S(=O)(=O)N2CCCCC2)c1
16. COc1ccc(NC(=S)N2CCN(c3ncccn3)CC2)c(OC)c1

assay / compound	9	10	11	12	13	14	15	16
Tat transport	0	-4	1	1	-1	0	-14	-6
Rtt109 HAT inh	0	12	1	-4	9	7	-14	6
Wnt bcat act	-2	-2	0	-1	-1	0	0	-2
V-ATPase pHluor	0	1	-3	3	2	1	-1	1
cardiac RTF act	-2	-1	4	1	4	3	-1	-1
dFosB act	-1	-11	-6	-1	5	-13	-11	-1
CAL PDZ FP-1	2	·	-6	0	-7	20	-11	-1
CDK5 p35 inh	-0.2	-4.3	0.9	0.0	-0.4	3.0	1.1	0.6
CAL PDZ FP-2	-2.6	-0.1	-0.9	1.4	0.5	0.5	0.4	-0.8
MITF TRPM1 HTS	-14	-3	-8	2	-6	-4	·	0

17. Cc1nnc(SCC(=O)NNC(=O)COc2ccc(Cl)cc2)s1
18. COc1ccc(C)cc1S(=O)(=O)N(CC(=O)Nc1cccc([N+](=O)[O-])c1)c1ccc(C)c(C)c1
19. O=C(CSc1ncnc2c1cnn2-c1ccccc1)Nc1ccc2c(c1)OCO2
20. COCc1c(Br)c(C)[nH]c(=O)c1C#N
21. O=[N+]([O-])c1ccc(O)c(Nc2ncnc3ccc(Br)cc23)c1
22. O=C(COC(=O)Cc1ccc(Cl)cc1)NCc1cccs1
23. CC1(C)CC(=O)c2sc(NC(=O)C3CC3)nc2C1
24. Cc1cc(C)c(S(C)(=O)=O)c(N(C)N)n1

assay / compound	17	18	19	20	21	22	23	24
Tat transport	0	2	-2	-8	9	10	-7	-1
Rtt109 HAT inh	-1	0	-4	-6	-1	-1	-8	·
Wnt bcat act	-2	-4	·	-1	-1	-1	-1	-13
V-ATPase pHluor	-2	-3	2	-2	-2	2	-1	0
cardiac RTF act	-1	-7	4	-1	-6	-1	2	2
dFosB act	3	-9	10	5	-1	8	-4	4
CAL PDZ FP-1	-5	3	-1	-1	5	1	·	4
CDK5 p35 inh	0.4	1.3	-0.2	0.4	-0.9	1.5	-1.7	-0.6
CAL PDZ FP-2	-1.4	-0.5	-0.1	-1.1	-0.2	-1.0	-0.9	-1.0
MITF TRPM1 HTS	-6	8	2	1	-16	-1	8	-4

25. Cc1ccccc1NC(=O)C1CCCN1S(=O)(=O)c1ccccc1C(F)(F)F (stereo unspecified)
26. CC(C)CC(=O)Nc1ccc(-c2cn3ccsc3n2)cc1
27. O=C(/C=C\Nc1ccc(S(=O)(=O)Nc2ncccn2)cc1)c1cccc2ccccc12
28. Cc1ccc(C)c(N2CCN(C(=O)C3CCN(S(=O)(=O)c4cccc5nsnc45)CC3)CC2)c1
29. CCC(=O)N1c2ccccc2NC2=C(C(=O)CCC2)C1c1cccnc1 (stereo unspecified)
30. CC(C)CNS(=O)(=O)c1cc(C(=O)O)c(Cl)cc1Cl
31. C/C(N)=C(/C#N)C(=O)CSc1nnc(Nc2c(C)cccc2C)s1
32. CCOc1cccc(C(=O)Nc2ccc3ccccc3c2)c1

assay / compound	25	26	27	28	29	30	31	32
Tat transport	-4	4	-2	3	4	9	2&0	-1
Rtt109 HAT inh	-1	-3	6	10	1	-3	-6&11	3
Wnt bcat act	50*	·	-2	-6	-4	-1	0	36*
V-ATPase pHluor	0	3	-2	1	3	5	2&4	-2
cardiac RTF act	-3	0	-3	2	1	-1	0&3	5
dFosB act	-9	0	-3	-5	2	-4	-11&-10	-5
CAL PDZ FP-1	·	1	-14	4	-1	-1	-1&-5	3
CDK5 p35 inh	-0.7	-2.3	-1.1	-0.5	-1.3	-1.4	-2.7&1.2	0.6
CAL PDZ FP-2	0.1	-0.5	-1.0	-1.6	·	-3.2	0.0&0.1	-1.5
MITF TRPM1 HTS	-3	74	-13	·	-4	-11	-14&5	·

33. CN(CCc1ccccc1)C(=O)CCc1nnc(Cc2ccc3c(c2)OCO3)o1
34. CC(=O)/C(=N\Nc1ccccc1Cl)Sc1cccc2cccnc12
35. CCN(CC)C(=O)CSc1nnc(NC(=O)CCc2ccccc2)s1
36. CN(/N=C/c1ccco1)C1=NS(=O)(=O)c2ccccc21
37. Cc1ccc(NC2CC(=O)N(c3cccc([N+](=O)[O-])c3)C2=O)cc1 (stereo unspecified)
38. CCCOC(=O)C1=C(C)NC(=O)NC1c1cccc2ccccc12 (stereo unspecified)
39. O=C(NCC1CCOCC1)c1cc(COc2cccc(C(F)(F)F)c2)on1
40. Cc1cc(C)c(C(=O)NC2CCCc3c2cnn3-c2ccc(C)c(C)c2)c(=O)[nH]1 (stereo unspecified)

assay / compound	33	34	35	36	37	38	39	40
Tat transport	-2	5	3	11	-7	2	-2	0
Rtt109 HAT inh	-3	4	-6	-7	0	15	5	3
Wnt bcat act	4	·	-1	0	-1	2	-2	1
V-ATPase pHluor	1	-1	0	3	0	-3	-7	0
cardiac RTF act	8	4	10	-1	-1	-5	4	0
dFosB act	-8	-4	-8	-3	-5	-15	1	-6
CAL PDZ FP-1	2	4	-4	0	-3	0	-3	-2
CDK5 p35 inh	0.5	0.8	-3.1	0.9	-1.1	-1.9	·	1.3
CAL PDZ FP-2	-1.8	-2.4	-3.0	1.1	-1.1	-1.6	-2.9	-0.4
MITF TRPM1 HTS	-2	-6	-11	4	1	-2	-6	3

41. Cc1c(C)n(CCO)c2ncnc(Nc3ccc(F)cc3)c12
42. COC(=O)C(Cc1ccccc1)NC(=O)CCCC(=O)NCc1cccc(OC)c1 (stereo unspecified)
43. CSc1nc(C)cc(Oc2ccc(=O)n(C)n2)n1
44. COc1ccc(-c2cn[nH]c2N)cc1
45. Cc1ccnc(SCCn2c(N3CCN(c4ccccc4)CC3)nc3c2c(=O)[nH]c(=O)n3C)n1
46. COc1ccc(Cl)cc1CN1C(=O)NC2(CCCCCC2)C1=O
47. CCOC(=O)CN(C(=O)CSc1nnc2c(n1)[nH]c1ccc(F)cc12)c1ccccc1

assay / compound	41	42	43	44	45	46	47
Tat transport	-14	3	4	-10	-2	12	6
Rtt109 HAT inh	-4	-3	1	2	6	1	-2
Wnt bcat act	10	9	·	2	-4	-2	-18
V-ATPase pHluor	3	0	6	-3	-2	1	-1
cardiac RTF act	3	3	-2	3	-1	-2	5
dFosB act	-4	2	-2	6	7	-16	7
CAL PDZ FP-1	0	8	-3	-3	3	-5	1
CDK5 p35 inh	-0.9	-2.5	-2.3	-0.3	-0.3	-6.9	-2.1
CAL PDZ FP-2	·	-0.3	-2.3	·	1.1	-0.9	-9.0
MITF TRPM1 HTS	52	·	·	9	1	·	-7

From PubChem
